# Assay outcomes (PubChem BioAssay)
# DENV2 CPE: protects cells from dengue virus 2 cytopathic effect | DENV2-infected cells, cytopathic effect rescue, plate reader | hit rate 1.7% among 350,000 | CPE inhibition, % at 9.99 µM; in the data active means CPE inhibition above about 20%, passing the limit was not always enough; inconclusive means no clear call, values can overlap the other calls; tested in BHK-21 cells;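 further: 0% = median of neutral control wells and 100% = median of positive control wells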
# SIRT5 inh: sirtuin-5 (human) deacylase inhibition. Q9NXA8. Purified SirT5, succinyl-peptide AMC, trypsin-coupled fluorescence. inhibition, % at 15 µM. hit rate 1.1% among 330,000; in the data active means inhibition above about 15%; inconclusive means no clear call, values can overlap the other calls
# ERp5 inh: inhibitors of human ERp5; Q15084; ERp5 insulin aggregation, absorbance 650 nm, 90 min; inhibition, % at 9.99 µM; hit rate 0.05% among 350,000; AID 651711;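 active means mean replicate inhibition above about 25%, with every replicate also reaching it, limit read from the data, passing the limit was not always enough; inconclusive means only one of those two criteria met; inactive means neither criterion met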
# CFTR F508del cor: correctors of CFTR F508del function in bronchial epithelial cells; CFBE cells, YFP halide quenching; stimulated with forskolin plus potentiator P3; % fluorescence drop versus neutral controls; activity (quench increase), % at 7.58 µM; hit rate 0.36% among 350,000; AID 720511;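 active means mean added fluorescence quench of at least 8% versus neutral control, with both replicates also reaching 8%; inconclusive means only one of the mean or replicate conditions met; inactive means mean below 8% and not both replicates reaching 8%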;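 further: cells transiently co-express mutant CFTR-F508del with the halide-sensitive YFP; corrector assay measuring rescue of mutant channel to the surface after 24 h compound exposure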
# ERAP1 inh: ERAP1 (human) enzyme inhibition; Q9NZ08; recombinant ERAP1, Leu-AMC fluorescence, 60 min; inhibition, % at 10.7 µM; hit rate 0.15% among 340,000; AID 652197;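 active means mean replicate inhibition of at least 30%, or all replicates individually reaching that 30% level; inactive means mean below 30% and not every replicate reaching it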;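 further: 0% = neutral control wells and 100% = L-leucinethiol positive control wells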
# Target sequence (Q9NZ08 whole entry, looked up): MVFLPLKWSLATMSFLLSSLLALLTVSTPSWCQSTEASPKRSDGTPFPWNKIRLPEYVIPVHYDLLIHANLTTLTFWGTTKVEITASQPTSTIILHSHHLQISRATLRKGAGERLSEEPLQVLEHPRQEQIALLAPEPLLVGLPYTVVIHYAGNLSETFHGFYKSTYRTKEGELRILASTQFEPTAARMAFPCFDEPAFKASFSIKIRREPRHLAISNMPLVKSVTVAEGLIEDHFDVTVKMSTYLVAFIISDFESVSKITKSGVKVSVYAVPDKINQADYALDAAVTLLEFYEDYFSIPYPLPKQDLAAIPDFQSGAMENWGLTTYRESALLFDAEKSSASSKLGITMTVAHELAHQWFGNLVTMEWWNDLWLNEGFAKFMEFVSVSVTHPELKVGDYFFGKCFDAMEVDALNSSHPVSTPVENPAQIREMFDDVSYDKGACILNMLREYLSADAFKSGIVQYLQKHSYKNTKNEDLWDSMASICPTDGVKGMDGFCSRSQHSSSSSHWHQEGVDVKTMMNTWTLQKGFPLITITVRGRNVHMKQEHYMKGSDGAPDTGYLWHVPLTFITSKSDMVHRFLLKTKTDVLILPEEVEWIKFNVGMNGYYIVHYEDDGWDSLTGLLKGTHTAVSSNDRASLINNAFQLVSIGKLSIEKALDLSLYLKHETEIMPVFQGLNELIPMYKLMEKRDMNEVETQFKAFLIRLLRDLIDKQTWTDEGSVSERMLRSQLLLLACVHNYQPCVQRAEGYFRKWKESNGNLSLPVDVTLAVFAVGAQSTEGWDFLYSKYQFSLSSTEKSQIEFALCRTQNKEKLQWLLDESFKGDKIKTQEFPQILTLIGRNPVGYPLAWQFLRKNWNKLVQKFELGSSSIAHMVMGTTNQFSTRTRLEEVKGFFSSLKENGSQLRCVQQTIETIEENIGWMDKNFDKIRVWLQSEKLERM
# miR-122 sensor: miR-122 inhibition in Huh7 cells. activation (reporter increase), % at 12.5 µM. hit rate 0.3% among 340,000. Huh7 miR-122 Renilla luciferase sensor, 48 h; neutral wells = 0, positive control = 100. AID 602342;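 active means mean replicate activation score at least 90 and every replicate individually at or above 90; inconclusive means only one of the two criteria met; inactive means neither criterion met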;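 further: higher luciferase means less miR-122 activity so hits act as miR-122 inhibitors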
# Casp6 inh: inhibitors of human caspase-6; P55212; purified caspase-6, Z-VEID-R110 cleavage fluorescence; inhibition, % at 12.5 µM; hit rate 0.53% among 350,000;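 active means mean inhibition across replicates at least about 35%, with every replicate also reaching that limit, limit read from the data; inconclusive means only one of the two criteria met; inactive means neither criterion met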;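 further: 0% = median of neutral control wells and 100% = no fluorescence left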
# * = called active by the depositor; ? = inconclusive; . = no result given; [ ] = remark or other dose.
SMILES,DENV2 CPE,SIRT5 inh,ERp5 inh,CFTR F508del cor,ERAP1 inh,miR-122 sensor,Casp6 inh
COc1cccc(/C=C/C(=O)Oc2ccc(C(=O)c3ccc(F)cc3)cc2)c1,-2,-1,0,-0.3,-4,.,-6
COc1ccccc1-c1oc2ccccc2c1C#CC1(O)CCCCC1,-11,.,4,0.6,-1,.,-2
COc1ccc(C(=O)OCCN2C(=O)c3ccccc3C2=O)cc1OC,6,5,5,-1.6,-7,.,3
COc1ccc(C)cc1Nc1nc(C)nc2c1oc1ccccc12,0,-9,3,2.5,4,.,3
Cc1ccc(-c2nc3c(=O)n(-c4ccccc4)c4c(c(=O)n(C)c(=O)n4C)c3o2)cc1,14,.,14,-1.5,.,-4,-2
CO[C@H]1CN(C)C(=O)c2cc(NC(=O)C3CCCCC3)ccc2OC[C@@H](C)N(Cc2nccs2)C[C@@H]1C,-13,4,3,-0.6,6,.,2
COc1ccc(C(=O)N2C[C@@H]3[C@H](c4ccccc42)[C@H](CO)N3Cc2ccc3c(c2)OCO3)cc1,-7,5,-2,-1.3,-1,247*[16.7 µM],-1
C[C@@H](O)C#Cc1ccc2c(c1)O[C@@H](CN(C)Cc1cncnc1)[C@@H](C)CN([C@@H](C)CO)S2(=O)=O,4,13,6,0.6,-2,-3[16.7 µM],-1
COCC(=O)N1CC[C@@H]2[C@H]1c1cc(-c3ccccc3)ccc1N(C)[C@H]2CO,-6,4,-4,-0.2,4,-3[16.7 µM],3
Cn1c(Nc2ccccc2)cc(=O)n(C)c1=O,1,-1,7,2.7,-2,.,1
C[C@@H]1CN([C@H](C)CO)C(=O)Cc2cc(NC(=O)Cc3cn(C)c4ccccc34)ccc2O[C@H]1CN(C)C(=O)Nc1ccc(F)cc1,6,0,-2,-1.4,-2,-2[16.7 µM],1
CC1CCN(C(=O)C2CCC(CNS(=O)(=O)c3cccc4cccnc34)CC2)CC1 (configuration not stated),-6,.,6,-3.6,0,-2,1
C/C(=N\Nc1ccc(F)cc1F)c1ccc(Br)s1,-4,-2,2,-1.1,1,3,1
COc1cccc(CNc2nc3cc(-c4ccccc4CO)sc3c(=O)n2C)c1,?,5,-2,-1.3,13,-10,1
COc1cccc(CN2CCNC(=O)C2CC(=O)NCCc2ccccn2)c1 (configuration not stated),-5,-3,-1,-2.0,-3,-4,-6
Cc1cc(S(=O)(=O)NC(=O)[C@H]2O[C@@H](n3ccc(=O)[nH]c3=O)[C@H](O)[C@@H]2O)ccc1Br,20*,-2,-2,4.0,-5,.,3
Cn1c(SCC(=O)O)nc2ccccc2c1=O,3,0,0,-2.2,2,1,2
CCCc1cc(C(=O)Nc2ccc(F)c(Cl)c2)no1,1,-2,3,0.0,2,-4,-2
O=C(NCC1CCCO1)C1CCN(S(=O)(=O)c2ccc(Br)cc2)CC1 (configuration not stated),-3,3,1,1.6,0,-3,2
CCCCC1CCCOC(C(=O)NCCNCCO)(C(F)(F)F)C1 (configuration not stated),?,6,-1,-2.3,2,1,7
COc1ccc(C2=NN(C(=O)COC(=O)c3ccc(NC(=O)CC#N)cc3)C(c3ccco3)C2)cc1 (configuration not stated),-9,-3,7,-2.7,4,.,3
Cc1[nH]c2ccccc2c1CC(=O)Nc1ccc(Nc2cccnc2)c(-c2cc(C(F)(F)F)cc(C(F)(F)F)c2)c1,-3,.,1,2.8,0,.,-2
CC(=O)N1CCN(C(=O)CN2C(=O)NC(C)(c3ccc4ccccc4c3)C2=O)CC1 (configuration not stated),-6,-3,6,0.3,-3,-5,-1
C[C@H](CO)N1C[C@H](C)[C@@H](CN(C)S(=O)(=O)c2ccc(Cl)cc2)Oc2c(NC(=O)c3nc4ccccc4s3)cccc2C1=O,25*,-3,6,1.8,1,6[16.7 µM],1

# Compound profiles, as listed above:
# Results for `CCCc1cc(C(=O)Nc2ccc(F)c(Cl)c2)no1` → DENV2 CPE: 1; SIRT5 inh: -2; ERp5 inh: 3; CFTR F508del cor: 0.0; ERAP1 inh: 2; miR-122 sensor: -4; Casp6 inh: -2
# Results for `COc1ccc(C2=NN(C(=O)COC(=O)c3ccc(NC(=O)CC#N)cc3)C(c3ccco3)C2)cc1` (configuration not stated) → DENV2 CPE: -9; SIRT5 inh: -3; ERp5 inh: 7; CFTR F508del cor: -2.7; ERAP1 inh: 4; miR-122 sensor: .; Casp6 inh: 3

# Following part
SMILES,DENV2 CPE,SIRT5 inh,ERp5 inh,CFTR F508del cor,ERAP1 inh,miR-122 sensor,Casp6 inh
CCCN(C)C[C@@H]1Oc2cc(C#Cc3ccc(OC)cc3)ccc2S(=O)(=O)N([C@H](C)CO)C[C@@H]1C,-25,1,2,-0.4,1,-2[16.7 µM],1
OCC1OC(n2cnc3c(NCCc4ccccc4)ncnc32)C(O)C1O (configuration not stated),5,-6,5,4.7,-4,-2,1
CCc1ccccc1N1C(=O)CC(N2CCc3ccccc32)C1=O (configuration not stated),-1,-2,-30,-1.4,12,.,3
COc1ccc(C(=O)NCCNc2nc3cc(C)cc(C)c3cc2C#N)cc1,-4,-5,-7,1.5,7,.,1
CCCCn1c(N)c(N(CC(C)C)C(=O)C2=NN(c3cc(C)ccc3C)C(=O)CC2)c(=O)[nH]c1=O,10,1,3,1.4,1,-3,3
CN(C1=C(NC(=O)c2ccccc2)C(=O)c2ccccc2C1=O)C1CCS(=O)(=O)C1 (configuration not stated),14,1,6,-1.8,1,.,78*
CCCCCCOC1(c2ccccc2)OC(=O)c2ccccc21 (configuration not stated),12,-5,6,-2.2,3,.,3
O=C(CSc1ncccn1)Nc1cccc(S(=O)(=O)N2CCOCC2)c1,?,1,-3,2.2,2,-4,-6
CC(Nc1ncnc2nc[nH]c12)c1ccccc1 (configuration not stated),4,.,-1,-2.0,6,-11,0
O=C(CNCc1ccccc1)Nc1ccc(F)cc1,-4,0,0,-3.7,-1,-3,-1
CCNC(=O)C[C@@H]1CC[C@@H]2[C@@H](COc3ccc(NC(=O)Nc4ccccc4F)cc3C(=O)N2C)O1,-6,-1,-6,3.4,-3,-2[16.7 µM],-1
C[C@H]1CN([C@@H](C)CO)C(=O)Cc2cc(N(C)C)ccc2O[C@@H]1CN(C)S(=O)(=O)c1cccs1,?,-1,0,-2.5,-1,12[16.7 µM],1

# Some of the entries so far, as labelled records:
COc1ccc(C(=O)NCCNc2nc3cc(C)cc(C)c3cc2C#N)cc1
  DENV2 CPE: -4; SIRT5 inh: -5; ERp5 inh: -7; CFTR F508del cor: 1.5; ERAP1 inh: 7; miR-122 sensor: .; Casp6 inh: 1
CCCCn1c(N)c(N(CC(C)C)C(=O)C2=NN(c3cc(C)ccc3C)C(=O)CC2)c(=O)[nH]c1=O
  DENV2 CPE: 10; SIRT5 inh: 1; ERp5 inh: 3; CFTR F508del cor: 1.4; ERAP1 inh: 1; miR-122 sensor: -3; Casp6 inh: 3
CN(C1=C(NC(=O)c2ccccc2)C(=O)c2ccccc2C1=O)C1CCS(=O)(=O)C1 (configuration not stated)
  DENV2 CPE: 14; SIRT5 inh: 1; ERp5 inh: 6; CFTR F508del cor: -1.8; ERAP1 inh: 1; miR-122 sensor: .; Casp6 inh: 78*
CCCCCCOC1(c2ccccc2)OC(=O)c2ccccc21 (configuration not stated)
  DENV2 CPE: 12; SIRT5 inh: -5; ERp5 inh: 6; CFTR F508del cor: -2.2; ERAP1 inh: 3; miR-122 sensor: .; Casp6 inh: 3

# Following part.
SMILES,DENV2 CPE,SIRT5 inh,ERp5 inh,CFTR F508del cor,ERAP1 inh,miR-122 sensor,Casp6 inh
COc1ccccc1N1CCN(C(=O)c2ccc(Cn3c(=S)[nH]c4cc5c(cc4c3=O)OCO5)cc2)CC1,3,-5,1,1.2,-3,-3,5
C[C@@H]1CN([C@H](C)CO)C(=O)c2cc(NS(=O)(=O)c3ccc(F)cc3)ccc2O[C@@H](C)CCCCO[C@@H]1CN(C)C(=O)Cc1ccccc1,-6,.,.,-0.6,.,16[16.7 µM],.
O=c1c2ccc(Cl)cc2[nH]c(=S)n1CCCN1CCOCC1,5,.,2,1.8,0,1,-29
CC(C)C(=O)Nc1ccc2c(c1)C(=O)N(C)[C@H]1CC[C@H](CC(=O)NCc3ccc(F)cc3)O[C@H]1CO2,2,-1,-1,-1.6,3,26[16.7 µM],-1
O=C(COC(=O)/C=C/c1ccc([N+](=O)[O-])cc1)NCc1cccs1,8,-3,-7,0.4,4,-6,-2
O=C(C[C@@H]1C[C@H]2c3cc(NC(=O)Nc4ccccc4)ccc3O[C@H]2[C@@H](CO)O1)NCc1ccncc1,-4,1,-5,-2.7,-2,-1[16.7 µM],-2
N#Cc1ncn(C2OC(CO)C(O)C2O)c1N (configuration not stated),5,.,0,10.0*,-7,.,4
C[C@H]1CCCCO[C@H](CN(C)Cc2ccc(C(F)(F)F)cc2)[C@@H](C)CN([C@@H](C)CO)C(=O)c2cc(N(C)C)ccc2O1,-9,4,5,4.3,2,-15[16.7 µM],6
CC(C)C[C@H](NC(=O)CCCn1nnc2ccccc2c1=O)C(=O)O,.,-6,10,-1.5,.,-20,0
C[C@@H]1CCCCO[C@@H](CN(C)C(=O)C2CCCCC2)[C@H](C)CN([C@@H](C)CO)C(=O)c2cc(NC(=O)CCC(F)(F)F)ccc2O1,-5,0,5,-1.8,0,-3[16.7 µM],2
Nc1c(C(=O)N2CCOCC2)sc2nc3c(cc12)CCCC3,16,2,10,0.7,3,-7,.
CCOc1ccc(/C=N/Nc2nc(C)cs2)c(O)c1,6,-2,1,-2.7,2,1,1
O=C(NCc1ccccc1)C1CCN(c2nc(-c3ccccc3)nc3c2CCC3)CC1,-2,0,4,-0.5,-1,-6,0
CC(C)c1cn(CC[C@H]2CC[C@H](NS(=O)(=O)c3ccccc3)[C@@H](CO)O2)nn1,0,5,-1,-1.5,-2,.,3
CC(C)C[C@@H]1COc2cc(N3CCSCC3)ccc2S(=O)(=O)N1,9,-1,-1,-2.0,.,.,-2
CNC(=O)c1ccc2cc(OC)c(OC)cc2c1,4,-6,-3,-1.7,2,-2,-1
CC1CC(CC(C)C(=O)NC(=S)Nc2ccc(S(N)(=O)=O)cc2)C(=O)O1 (configuration not stated),.,-2,-7,0.0,11,0,3
COc1ccc(CNC(=O)c2cccc(NC(=O)c3ccccc3)c2)cc1,2,-1,-2,-2.0,12,.,0
C[C@@H](NC(=O)C[C@@H]1CC[C@@H]2[C@H](COC[C@@H](O)CN2C(=O)Nc2cc(Cl)cc(Cl)c2)O1)c1ccccc1,-12,-2,-17,3.2,-1,5[16.7 µM],1
CC(C)CC(=NNC(=O)c1ccncc1)c1cc(Cl)ccc1O,?,-4,4,16*,-7,-8,-2
C/C(N)=C(/C#N)C(=O)CSc1nncn1-c1ccccc1,-1,-3,1,1.4,0,-5,5
Cc1cc(Br)ccc1NC(=O)CCCOc1cc(=O)n(C)c2ccccc12,3,-2,-1,0.7,-4,-3,2
CCOC(=O)c1c(C)nc(C)c(C(=O)OCC)c1-c1ccc(O)c(OC)c1,9,.,-5,0.4,-3,-4,0
O=C(C[C@H]1CC[C@H]2NC[C@H](O)COC[C@@H]2O1)Nc1ccccc1,13,0,-18,-1.4,0,3[16.7 µM],0
COc1ccc(/C(C)=N/N2C(C)CCCC2C)c(OC)c1 (configuration not stated),3,-6,1,-0.4,-4,-14,-4
CCCCN(C(=O)CCCc1nc2ccccc2s1)c1c(N)n(CCCC)c(=O)[nH]c1=O,-5,-1,4,-0.5,6,1,-2
COc1ccc(-c2cc(C(=O)NCCCN3CCOCC3)c3cc(C(C)C)ccc3n2)cc1,10,-1,2,-1.0,3,-3,-5
Cc1ccc(S(=O)(=O)N2CCN(C(=O)c3ccc(-n4cncn4)c([N+](=O)[O-])c3)CC2)c(C)c1,2,-4,-8,-0.1,-3,-3,-143
CC1CCC/C(=N\NS(=O)(=O)c2ccccc2)C1 (configuration not stated),-4,-8,3,0.5,.,.,2
COCC(=O)N1[C@H](C#N)[C@@H](c2ccccc2-c2ccccc2)[C@H]1CO,1,0,0,1.8,3,.,-1
